High-throughput results deposited in PubChem by Johns Hopkins Ion Channel Center.
MrgX1 allo act: positive allosteric modulators of MrgX1, primary screen, HEK293 cells, Fluo-4 calcium flux; Mas-related G-protein coupled receptor member X1 (Homo sapiens), Q96LB2; FDSS; hits give high values; B-score at 10 µM; AID 588675, 2011; actives 0.63% (n = 310,000);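 active = plate-corrected calcium response at least 3 library SD above typical, normal starting fluorescence, not activating the receptor alone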;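 note: compound read alongside a low EC10 to EC30 dose of BAM8-22 agonist; peak minus trough fluorescence over baseline measured at the second addition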
ANO1 block: TMEM16A chloride channel inhibitors, primary screen, cell-based, HTS; Anoctamin-1 (Mus musculus), Q8BHY3; HEK293 TMEM16A/YFP iodide influx fluorescence, ionomycin; normalized B-score (activity score, 25-100; higher = stronger inhibition) at 10 µM; actives 1.2% (n = 310,000);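 active = ratio plate-corrected score three or more library SD toward inhibition, starting fluorescence score within five deviations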;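 note: score derived from kinetic fluorescence span divided by baseline fluorescence per well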
TMEM16A act: TMEM16A chloride channel activators or potentiators, primary screen, cell-based, HTS. B-score at 10 µM. AID 623877, 2012. Anoctamin-1 (Mus musculus), Q8BHY3. actives 0.3% (n = 340,000). HEK293 TMEM16A/YFP-H148Q/I152L, iodide quench fluorescence; hits give low values;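 active = fluorescence-ratio B-score plate-corrected deviation score at least 3 library SD below zero, with starting fluorescence score within 5 deviations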;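 note: channel opened by trigger with iodide after compound preincubation; score built on the fluorescence ratio of max minus min over baseline; more negative score means more quench and so TMEM16A activation or potentiation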
KCNQ1 pot: potentiators or activators of KCNQ1 channel, primary screen, cell-based, thallium flux, high-throughput | Potassium voltage-gated channel subfamily KQT member 1 (Homo sapiens), P51787 | CHO-K1 KCNQ1, thallium flux FluxOR fluorescence; hits give high values | B-score at 10 µM | actives 0.35% (n = 310,000) | AID 2648, 2010;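 active = fluorescence ratio B-score, a plate-corrected score, at least three library SD, with initial intensity B-score within 5 SD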
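Material: CHO-K1 cells stably expressing KCNQ1. Medium: assay buffer for compound exposure, DMSO matched across wells. Reagent: K+/Tl+ depolarizing stimulus. Compound dosing: single-concentration screen. Times: 37 °C overnight plating, 90-min dark dye load, 20-min compound pretreatment. Technique: FluxOR Tl+ flux fluorescence.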
RGS4 act: RGS4 potentiators or activators, primary screen, cell-based, HEK293 M3R inducible RGS4, calcium flux. carbachol calcium flux Fluo4; hits give low values. B-score at 10 µM. actives 0.92% (n = 310,000);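 active = B-score of the integrated calcium signal more than 4 SD below the library mean, with starting fluorescence not abnormally high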;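 note: negative B-score means reduced calcium response which marks RGS4 activation or potentiation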
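Reagent: ECmax carbachol challenge; Test system: M3R-expressing HEK293 line, RGS4 induced by doxycycline; Schedule: overnight RGS4 induction, 30 min dye load 37 °C, 20 min compound RT; Detection: calcium dye Fluo4 fluorescence; Read-out: Agonist-evoked peak-minus-minimum fluorescence over baseline, integrated ratio, B score.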
hERG protect: hERG rescue from dofetilide block, primary screen, cell-based, CHO-hERG, FluxOR thallium flux, dofetilide IC70; actives 0.51% (n = 310,000); activation (rescue from dofetilide block), less the hit threshold, % at 10 µM; dofetilide IC70 present; AID 1511, 2009; Voltage-gated inwardly rectifying potassium channel KCNH2 (Homo sapiens), Q12809;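 active = activation above the mean of controls blocked by dofetilide plus 5 SD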;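 note: thallium influx through hERG after potassium depolarization seen as dye fluorescence rise; in these data hits start at about 4.7%; inactives centre near -7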
Target sequence (Q12809 whole entry, looked up): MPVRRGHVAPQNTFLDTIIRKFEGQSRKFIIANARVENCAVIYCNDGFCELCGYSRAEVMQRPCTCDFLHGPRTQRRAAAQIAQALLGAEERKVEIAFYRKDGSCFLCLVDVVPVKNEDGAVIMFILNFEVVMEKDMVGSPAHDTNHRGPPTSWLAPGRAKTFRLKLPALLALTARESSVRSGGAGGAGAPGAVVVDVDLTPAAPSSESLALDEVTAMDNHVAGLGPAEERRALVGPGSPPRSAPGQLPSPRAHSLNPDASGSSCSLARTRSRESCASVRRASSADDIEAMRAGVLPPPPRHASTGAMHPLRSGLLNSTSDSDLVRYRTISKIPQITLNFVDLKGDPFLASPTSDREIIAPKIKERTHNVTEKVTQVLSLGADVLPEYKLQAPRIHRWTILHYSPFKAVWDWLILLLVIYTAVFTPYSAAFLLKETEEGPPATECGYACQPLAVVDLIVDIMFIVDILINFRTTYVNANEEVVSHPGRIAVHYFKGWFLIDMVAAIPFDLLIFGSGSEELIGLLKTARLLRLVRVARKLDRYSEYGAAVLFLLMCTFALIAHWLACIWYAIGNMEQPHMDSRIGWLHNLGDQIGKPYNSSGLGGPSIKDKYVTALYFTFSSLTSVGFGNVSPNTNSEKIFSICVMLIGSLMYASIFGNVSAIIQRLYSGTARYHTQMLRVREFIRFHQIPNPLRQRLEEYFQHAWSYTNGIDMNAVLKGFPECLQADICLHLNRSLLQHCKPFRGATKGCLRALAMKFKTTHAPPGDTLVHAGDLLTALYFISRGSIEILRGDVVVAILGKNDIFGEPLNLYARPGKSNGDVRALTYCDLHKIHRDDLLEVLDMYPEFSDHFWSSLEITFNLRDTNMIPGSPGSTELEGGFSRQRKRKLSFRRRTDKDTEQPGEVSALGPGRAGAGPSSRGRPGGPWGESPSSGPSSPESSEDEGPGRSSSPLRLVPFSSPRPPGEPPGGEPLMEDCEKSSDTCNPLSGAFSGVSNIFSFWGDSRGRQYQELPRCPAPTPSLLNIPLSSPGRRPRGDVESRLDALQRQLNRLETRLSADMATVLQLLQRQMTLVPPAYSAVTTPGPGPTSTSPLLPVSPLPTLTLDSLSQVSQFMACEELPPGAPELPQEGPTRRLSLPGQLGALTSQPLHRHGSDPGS
KCNK9 inh: KCNK9 potassium channel inhibitors, primary screen, HEK293 cells, thallium flux | actives 1.2% (n = 310,000) | FluxOR thallium flux fluorescence; hits give low values | Potassium channel subfamily K member 9 (Homo sapiens), Q9NPC2 | B-score at 10 µM;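 active = ratio B-score over 3 SD below the library mean, with starting fluorescence within 5 SD of its mean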;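 note: negative B-score means less thallium flux so channel inhibition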
MrgX1 ag: agonists of human MrgX1 receptor, primary screen, HEK293 cells, Fluo-4 calcium flux; Mas-related G-protein coupled receptor member X1 (Homo sapiens), Q96LB2; actives 0.44% (n = 310,000); Fluo-4 calcium fluorescence, agonist mode; hits give high values; B-score at 10 µM; AID 588627, 2011;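 active = calcium response B-score plate-corrected fluorescence ratio at least 3 library SD, with starting fluorescence B-score inside 5 SD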
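System: HEK293 cells stably expressing human MrgX1 receptor; Dosing: test compound in the initial addition of three; Schedule: overnight plating, then 30 min 37 °C plus 30 min room-temperature dye loading; Detection: kinetic calcium dye fluorescence, Fluo-4 NW; Controls: per-plate positive and negative controls for Z′ factor.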
KCNQ1 inh: inhibitors of human KCNQ1 channel, primary screen, cell-based, thallium flux, high-throughput. Potassium voltage-gated channel subfamily KQT member 1 (Homo sapiens), P51787. CHO-K1 KCNQ1, FluxOR thallium flux fluorescence; hits give high values. B-score at 10 µM. actives 1.3% (n = 310,000). AID 2642, 2010;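 active = compounds whose thallium flux B-score, printed positive for inhibition, exceeds three library SD while starting fluorescence stays within three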;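 note: channel opened by potassium depolarization with thallium stimulus after 20 min compound exposure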
RGS4 inh: RGS4 inhibitors, primary screen, cell-based, HEK293 M3R inducible RGS4, calcium flux | Fluo-4 calcium flux; hits give high values; triggered by carbachol at its EC20 | B-score at 10 µM | actives 0.45% (n = 310,000) | AID 463165, 2010;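 active = B-score, a plate-corrected calcium signal, over three deviations above library mean, with baseline fluorescence within five deviations of library mean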;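 note: RGS4 expression induced by doxycycline in cells with stable M3 receptor; B-score is computed from the integrated fluorescence ratio over baseline after carbachol; higher B-score means a larger calcium signal and so more RGS4 inhibition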
KCNK3 block: human KCNK3 channel inhibitors, primary screen, CHO cells, FluxOR thallium flux, B-score. actives 0.84% (n = 340,000). B-score at 10 µM. Potassium channel subfamily K member 3 (Homo sapiens), O14649. FluxOR fluorescence; hits give low values. AID 602410, 2012;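 active = B-score under library mean minus 4 SD, starting fluorescence ratio at most library mean plus 5 SD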;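 note: more negative B-score means stronger inhibition of thallium flux through KCNK3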
* hit, by the source's call; i = inactive; . = no result given.

nr | Structure | MrgX1 allo act | ANO1 block | TMEM16A act | KCNQ1 pot | RGS4 act | hERG protect | KCNK9 inh | MrgX1 ag | KCNQ1 inh | RGS4 inh | KCNK3 block
1 | Cc1ccc(S(=O)(=O)N/N=C/c2ccc(OCC(=O)NC(C)C)cc2)cc1 | i | i | i | i | i | -11 | i | i | i | i | i
2 | O=C(Cc1ccc(F)cc1)Oc1ccc(C(=S)N2CCCC2)cc1 | i | i | i | i | i | -1 | i | i | i | i | i
3 | Cc1ccc(NC(=O)c2ccccc2)cc1OC(=O)c1ccccc1 | i | i | i | i | i | -5 | i | i | i | i | i
4 | Oc1[nH]c(=S)sc1/C=C1\C(c2ccccc2)=Nc2ccccc21 | i | i | i | i | i | -4 | i | i | i | i | i
5 | COc1ccc(-n2c(Cc3cccn3C)nnc2SCC(=O)NCc2ccc(F)cc2)cc1 | i | i | i | i | i | -7 | i | i | i | i | i
6 | CCOC(=O)c1sc2cc([N+](=O)[O-])cc(SCCO)c2c1N | i | i | i | i | i | -10 | i | i | i | i | i
7 | CC(C)N1CCN(Cc2cccs2)CC1CCO (stereo not drawn) | . | . | i | i | i | -10 | i | . | i | i | i
8 | COc1ccc(C(C)C)cc1S(=O)(=O)NC1CCCC1 | i | i | i | i | i | -2 | i | i | i | i | i
9 | CCN(CC)c1ccc(N2C(=O)/C(=C/c3cccnc3)SC2=S)cc1 | i | i | i | i | i | -5 | i | i | i | i | i
10 | Cc1ccc2nc3c(c(N)c2c1)CCN3c1ccccc1 | i | i | i | i | i | -19 | i | i | i | i | i
11 | COc1ccc(/C=C/C(=O)NC(=S)NNC(=O)c2cc(OC)c(OC)c(OC)c2)cc1OC | i | i | i | i | i | -4 | i | i | i | i | i
12 | O=C(OCc1nc2ccccc2s1)C1CCN(S(=O)(=O)c2cccs2)CC1 | i | i | i | i | i | -6 | i | i | i | i | i
13 | CCOP(=O)(O)c1ccccc1OCCCCCOc1ccccc1P(=O)(O)OCC | i | i | i | i | i | -9 | i | i | i | i | i
14 | O=C(COC(=O)c1cc(Cl)nc2ccccc12)c1ccc(Cl)cc1 | i | i | i | i | i | -3 | i | i | i | i | i
15 | CN(C)CCC#CC(O)(c1ccccc1)c1ccccc1 | i | i | i | i | -9.9* | -7 | i | i | i | i | i
16 | COC(=O)c1cccc(Cn2c(Cl)c(/C=N/NC(=O)c3ccccc3Cl)sc2=O)c1 | i | i | i | i | i | -6 | i | i | i | i | i
17 | Cc1ccc(N2C(=O)CC(NNC(=O)Cc3ccc(F)cc3)C2=O)cc1Cl (stereo not drawn) | i | i | i | i | i | -14 | i | i | i | i | i
18 | CCOc1ccc(CCNC(=O)CN2C(=O)c3cccnc3Oc3ccc(Cl)cc32)cc1 | i | i | i | i | i | -12 | i | i | i | i | i
19 | O=C(Nc1cccc(Cl)c1)C1CC1c1ccccc1 (stereo not drawn) | i | i | i | i | i | -12 | i | i | i | i | i
20 | COC(=O)c1cc(Cl)c(NC(=O)c2ccc(C(C)(C)C)cc2)cc1OC | i | i | i | i | i | -7 | i | i | i | i | i
21 | Cc1ccc(-n2c(-c3nn(C)cc3Cl)n[nH]c2=S)cc1 | i | i | i | i | i | -4 | i | i | i | i | i
22 | O=C(/C(=N\O)n1cncn1)c1ccc(Cl)cc1Cl | i | i | i | i | i | -13 | i | i | i | i | i
23 | Cc1ccc(NC(=O)CNCc2ccccc2)cc1Br | i | i | i | i | i | -13 | i | i | i | i | i
24 | O=C(CSCCO)Nc1ccc(C2CCCCC2)cc1 | i | i | i | i | i | -18 | i | i | i | i | i
25 | Cc1ccc(C(=O)N/C(=C\c2ccc(Cl)cc2)C(=O)NCCN2CCOCC2)cc1 | i | i | i | i | i | -8 | i | i | i | i | i
26 | C/C(=N\NC(=O)C(N)=O)c1ccc2c(c1)OCCO2 | i | i | i | i | i | -15 | i | i | i | i | i
27 | CCCCN1CNC(=S)N(CCc2ccccc2)C1 | i | i | i | i | i | -12 | i | i | i | i | i
28 | CN(c1ccccc1)S(=O)(=O)c1ccc(C(=O)Nc2nccs2)cc1 | i | i | i | i | i | -17 | i | i | i | i | i
29 | CC1Oc2ccccc2N(CC(=O)NCC2CCCO2)C1=O (stereo not drawn) | i | i | i | i | i | -9 | i | i | i | i | i
30 | CCCn1c(SCC(=O)NCc2ccc(F)cc2)n[nH]c1=O | i | i | i | i | i | 1 | i | i | i | i | i
31 | O=C(COc1coc(CN2CCc3ccccc3C2)cc1=O)Nc1ccccc1F | i | i | i | i | i | -11 | i | i | i | i | i
32 | CCCS(=O)(=O)N1CCC(C(=O)c2cccc(C(F)(F)F)c2)CC1 | i | i | i | i | i | -7 | i | i | i | i | i
33 | COc1ccc(C(=O)CC2SC(N)=NC2=O)cc1 (stereo not drawn) | i | i | i | i | i | -13 | i | i | i | i | i
34 | O=C(CSc1nc2c(c(=O)n1-c1ccc(F)cc1)SCC2)Nc1ccc2c(c1)OCO2 | i | i | i | i | i | -7 | i | i | i | i | i
35 | CCOC(=O)CSc1nc2c(cnn2-c2ccc(F)cc2)c(=O)[nH]1 | i | i | i | i | i | -6 | i | i | i | i | i
36 | Cc1ccc(-c2csc(NC(=O)c3cccc(S(=O)(=O)N4CCN(C)CC4)c3)n2)cc1 | i | i | i | i | i | -4 | i | i | i | i | i
37 | COC(=O)Cc1ccc(Oc2ncc(C(F)(F)F)cc2Cl)cc1 | i | i | i | i | i | -10 | i | i | i | i | i
38 | O=C(Cc1ccc(Cl)cc1)OCc1nnc(-c2ccccc2)o1 | i | i | i | i | i | -9 | i | i | i | i | i
39 | Cc1cccn2c(=O)c3cc(S(=O)(=O)c4ccc(Br)cc4)c(=N)n(C4CCCCC4)c3nc12 | i | i | i | i | i | -10 | i | i | i | i | i
40 | CCN(CC(=O)Nc1c(F)cccc1F)C(=O)CSCC(=O)Nc1ccc(OC)cc1 | i | i | i | i | i | -13 | i | i | i | i | i
41 | COc1ccc(CNC(=O)CSc2nn3c(=O)c(C(C)(C)C)nnc3s2)cc1OC | i | i | i | i | i | -24 | i | i | i | i | i
42 | CCCCC/C=C\C/C=C\C/C=C\CCCCC(=O)O | i | i | i | . | . | . | . | i | . | . | i
43 | O=C(NCc1ccco1)c1cc(-c2ccc(Cl)cc2)on1 | i | i | i | i | i | -6 | i | i | i | i | i
44 | Cc1ccc(CS(=O)Cc2ccc(C(=O)NC3CCCCC3)o2)cc1 (stereo not drawn) | i | i | i | i | i | -4 | i | i | i | i | i
45 | COc1ccc(-n2cnnc2SCC(=O)c2cc(C)n(Cc3cccs3)c2C)cc1 | i | i | i | i | i | -11 | i | i | i | i | i
46 | CCCCN(CC)S(=O)(=O)N1CCC(C(=O)NCc2ccc(F)cc2)CC1 | i | i | i | i | i | -7 | i | i | i | i | i
47 | CCNC(=O)Nn1c(-c2ccccc2)nc2ccccc2c1=O | i | i | i | i | i | -10 | i | i | i | i | i
48 | CCOC(=O)CCC(=O)N1CCOCCOCCN(C(=O)CCC(=O)OCC)CCOCC1 | i | i | i | i | i | -3 | i | i | i | i | i
49 | Cc1cccnc1NC(=O)CSc1nnc(CNC(=O)c2cccc([N+](=O)[O-])c2)n1C | i | i | i | i | i | -7 | i | i | i | i | i
50 | COCCNC(=O)c1ccccc1N(Cc1ccccc1)S(=O)(=O)c1ccccc1 | i | i | i | i | i | -6 | i | i | i | i | i
51 | COc1ccc([N+](=O)[O-])cc1NS(=O)(=O)Cc1ccccc1 | i | i | i | i | i | -11 | i | i | i | i | i
52 | O=S1(=O)NC2c3ccccc3CC2O1 (stereo not drawn) | i | i | i | i | i | -3 | i | i | i | i | i
53 | O=C(CC12CC3CC(CC(C3)C1)C2)Nc1ccc2c(c1)COC2=O | i | i | i | i | i | -3 | i | i | i | i | i
54 | Cc1c(C(=O)OC(C)C)sc(N)c1C(=O)OC(C)C | i | i | i | i | i | -2 | i | i | i | i | i
55 | CC1=CC=CC2=NC(=O)CC(C)(C(=O)N(CC(=O)NC3CCCC3)c3ccccc3C)N12 (stereo not drawn) | i | i | i | i | i | -19 | i | i | i | i | i
56 | COc1ccc(CN2CCn3nc(C(=O)NC4CC4)cc3C2=O)cc1 | i | i | i | i | i | -8 | i | i | i | i | i
57 | CNC(=O)NC1CCCCc2sccc21 (stereo not drawn) | i | i | i | i | i | -20 | i | i | i | i | i
58 | CS(=O)(=O)NNC(=O)Cn1nnc(-c2ccc(OCc3ccccc3Cl)cc2)n1 | 9.6* | i | i | i | i | -8 | i | i | i | i | i
59 | O=C(O)[C@@H]1Cc2c([nH]c3ccccc23)C2CCC(=O)N21 (stereo partly drawn) | i | i | i | i | i | -4 | i | i | i | i | i
60 | O=C(O)Cn1c(SCCOc2ccccc2)nc2ccccc21 | i | i | i | i | i | -9 | i | i | i | i | i
61 | CC1C/C(=N\NC(N)=S)c2cc(Cl)ccc2S1 (stereo not drawn) | i | i | i | i | i | -7 | i | i | i | i | i
62 | O=c1c2cccnc2[nH]c(=S)n1Cc1ccccc1 | i | i | i | i | i | -9 | i | i | i | i | i
63 | COc1ccc(N2CCN(C(=O)CCc3nc(-c4ccc(C)cc4)no3)CC2)cc1 | i | i | i | i | i | -7 | i | i | i | i | i
